From PubChem BioAssay
West Nile virus CPE: inhibition of WNV-induced cytopathic effect – cell-based, CPE readout (AID 1621). West Nile virus-infected cells, CPE inhibition; higher % means a stronger effect. CPE inhibition, % at 10 µM, or IC50 in µM where a hit was titrated. hit rate 0.02% among 290,000; in the data active = a potency from the dose series; note: strong numbers were not always called active
ER stress rescue: protection against thapsigargin-triggered cell killing – 384-well, CSM14.1, ATP luminescence, primary screen (AID 1222) | CSM14.1 thapsigargin-induced death rescue, ATP luminescence; higher % means a stronger effect | cellular ATP content (survival), % at 20 µM; hits with a dose series show EC50 in µM | 190,000 tested, under 10 active;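 active = EC50 below 50 µM in the dose-response confirmation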;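 note: death triggered by thapsigargin at about 15 µM added after 2 h compound pretreatment; cell ATP read after overnight thapsigargin exposure of roughly 18 to 22 hours; normalized against plate controls of thapsigargin alone and 5% DMSO vehicle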
human PMI inhibitors: MPI inhibition at elevated mannose 6-phosphate – biochemical, fluorescence intensity, high mannose 6-phosphate, primary screen (AID 1220); recombinant PMI enzyme, coupled fluorescence intensity; higher % means a stronger effect; inhibition, % at 20 µM, or IC50 in µM where a hit was titrated; hit rate 0.66% among 190,000; in the data active = inhibition above about 50%
Siah-1 displacement: blockers of Siah-1 interaction with plectin peptide – biochemical, fluorescence polarization, rhodamine-plectin, uHTS, primary screen (AID 1817) | Siah-1 / rhodamine-plectin peptide fluorescence polarization; higher % means a stronger effect | displacement, % at 20 µM; hits with a dose series show IC50 in µM | hit rate 0.02% among 290,000;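 active = displacement of at least 50% at 20 µM, with a fluorescence ratio check between 0.3 and a set limit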;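 note: plate controls were Siah plus tracer with DMSO for no effect and tracer alone without Siah for full effect; strong numbers were not always called active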
P. falciparum M17LAP: P. falciparum M17LAP inhibitors, primary screen, biochemical, fluorogenic H-Leu-NHMec substrate, 1536-well (AID 1619); inhibition, % at 30 µM, or IC50 in µM where a hit was titrated; recombinant M17LAP, H-Leu-NHMec fluorogenic kinetic assay; higher % means a stronger effect; hit rate 0.38% among 220,000;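 active = compound inhibiting the enzyme by more than half at any dose during confirmatory dose-response retesting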;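 note: plate controls were full reaction with DMSO carrier for no effect and no enzyme background for full effect; strong numbers were not always called active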
Salmonella PhoP GFP: inhibitors of PhoP regulon expression, primary screen, Salmonella Typhimurium, GFP reporter (AID 1863); one-dose inhibition, % at 50 µM; IC50 in µM for titrated hits; hit rate 0.16% among 300,000; S. Typhimurium PhoP-regulated promoter GFP reporter, 4 h; higher % means a stronger effect;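 active = inhibition over 29.93%, a cutoff 3 SD above the screen mean, later confirmed by dose response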;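 note: 0% = low Mg2+ inducing control and 100% = high Mg2+ repressing control; strong numbers were not always called active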
XIAP antagonists: XIAP antagonists, biochemical, IAP family, fluorescence polarization (AID 1018); XIAP BIR domain, fluorescence polarization peptide displacement; higher % means a stronger effect; hit rate 0.007% among 200,000; displacement, % at 20 µM; hits with a dose series show IC50 in µM; in the data active = displacement above about 50%; note: a part of the inactive calls stands beside numbers as strong as those of hits
Yfh1-off respiration: mitochondrial function rescue without frataxin homolog – Friedreich's ataxia, plus single-dose screen, dose response (AID 1465); S. cerevisiae Yfh1-off respiration, WST-1 reduction, 72 h; higher fold induction means a stronger effect; hit rate 0.074% among 220,000; fold induction at 50 µM; hits with a dose series show EC50 in µM;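 active = fold induction of absorbance versus untreated yeast above a set limit, then at least 30% activation at any dose in follow-up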;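 note: activators that raise dye reduction in frataxin-depleted yeast; strong numbers were not always called active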
M1AAP inhibition: malaria alanyl aminopeptidase activity blockers – biochemical, fluorogenic H-Leu-NHMec substrate, 1536-well (AID 1445). recombinant M1AAP, H-Leu-NHMec fluorogenic kinetic assay; higher % means a stronger effect. inhibition, % at 30 µM, or IC50 in µM where a hit was titrated. hit rate 0.42% among 220,000;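 active = primary inhibition above the hit cutoff, then over 50% inhibition at one or more dose response concentrations, cut at about 23% in these data, passing the limit was not always enough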;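 note: plate controls were DMSO full reaction for no effect and no enzyme background for full effect; strong numbers were not always called active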
* hit, by the source's call; i = inactive; x = not tested or not shown. Compounds were not picked by outcome; any-hit rate near 1.6%.

Preview (3 entries):
Values in the order – West Nile virus CPE	ER stress rescue	human PMI inhibitors	Siah-1 displacement	P. falciparum M17LAP	Salmonella PhoP GFP	XIAP antagonists	Yfh1-off respiration	M1AAP inhibition
CCCCCCOc1ccc(C(CC(=O)O)C(N)=O)cc1 (stereo unspecified)
  -0.1%	-2.4%	-4%	0%	-6%	-5%	-9.4%	i	-8%
Cc1ccc(S(=O)(=O)NC2=NCN(CCN3CCOCC3)CN2)cc1
  0.2%	0.8%	9%	-2%	3%	7%	-0.2%	i	2%
O=C(c1ccc([N+](=O)[O-])cc1)N1CCc2ccccc2C1
  0.4%	0.3%	7%	7%	0%	6%	28%	i	-2%

This part in full, previewed entries included:
Values in the order – West Nile virus CPE	ER stress rescue	human PMI inhibitors	Siah-1 displacement	P. falciparum M17LAP	Salmonella PhoP GFP	XIAP antagonists	Yfh1-off respiration	M1AAP inhibition
CCCCCCOc1ccc(C(CC(=O)O)C(N)=O)cc1 (stereo unspecified)
  -0.1%	-2.4%	-4%	0%	-6%	-5%	-9.4%	i	-8%
Cc1ccc(S(=O)(=O)NC2=NCN(CCN3CCOCC3)CN2)cc1
  0.2%	0.8%	9%	-2%	3%	7%	-0.2%	i	2%
O=C(c1ccc([N+](=O)[O-])cc1)N1CCc2ccccc2C1
  0.4%	0.3%	7%	7%	0%	6%	28%	i	-2%
COc1ccc(C)cc1NC(=O)CNc1ccccc1CN(C)C1CCCCC1
  x	0.2%	3%	4%	2%	-10%	-4.0%	i	3%
O=C(c1ccccc1)n1ccc(-c2cnc(-c3ccccc3)s2)n1
  0.4%	-2.3%	8%	0%	-16%	13%	-4.0%	i	1%
O=C(NCC(F)(F)F)Nc1ccccn1
  -0.6%	-1.4%	-5%	-3%	14%	-2%	-7.3%	i	2%
CSc1ncc(C(=O)O)n1-c1ccc(F)cc1
  -0.2%	-0.2%	9%	-3%	7%	3%	0.5%	i	0%
Cc1[nH]c2ccccc2c1/C=N/n1cnnc1
  -0.2%	0.4%	-4%	-2%	4%	-1%	-2.2%	i	2%
Cc1cc(Br)c(NC(=O)CCl)c(Br)c1
  -1.3%	-3.2%	-20%	-3%	13%	3%	49%	i	2%
Oc1c(C=Nc2ccccc2Cl)[nH]c2ccccc12
  -0.1%	x	x	0%	-1%	-9%	x	i	2%
CCC(/C=C1\Sc2ccc(OC)cc2N1CC)=C\c1sc2ccc(OC)cc2[n+]1CCCS(=O)(=O)[O-]
  -0.6%	-3.4%	24%	0%	2%	0%	-16%	i	11%
COc1ccc(N=C2NN=C(c3ccc4c(c3)OCCO4)CS2)cc1
  0.2%	-0.5%	-30%	2%	-1%	15%	-9.3%	i	0%
Cc1cccc(Oc2ncnc(N)c2[N+](=O)[O-])c1
  x	-1.9%	7%	6%	1%	-6%	3.7%	x	1%
CCN(CC)S(=O)(=O)c1ccc(Cl)c(NC(=O)c2ccncc2)c1
  -0.6%	2.7%	-6%	-1%	9%	-5%	-2.2%	i	3%
CC(C)OCCCNC(=O)c1ccc(CS(=O)(=O)Cc2ccccc2F)o1
  0.0%	-1.2%	1%	1%	17%	10%	-1.0%	i	2%
COc1cc(C(=O)OC(C)C(=O)N2CCc3ccccc3C2)ccc1OCC(=O)N1CCOCC1 (stereo unspecified)
  -0.1%	-1.9%	1%	2%	2%	-4%	-2.3%	i	1%
COc1ccc(NC(=O)CSc2nc3c([nH]c4ccccc43)c(=O)n2C)cc1
  0.1%	0.7%	-7%	1%	3%	6%	-6.5%	i	1%
COc1ccc(C(=O)COC(=O)c2cccnc2SC)cc1
  0.1%	-1.4%	-8%	2%	1%	-5%	-7.3%	i	9%
O=C1CCCC2=C1C1(O)C(=O)c3ccccc3C1(O)O2 (stereo unspecified)
  0.4%	3.3%	2%	5%	2%	-20%	2.5%	i	7%
COc1ccc(Cl)cc1NC(=O)C(C)Sc1nncn1C (stereo unspecified)
  -0.2%	-0.7%	2%	9%	-8%	-6%	-3.2%	i	9%
COc1cc(N)ccc1Cc1ccc(N)cc1OC
  0.5%	1.7%	20%	7%	1%	5%	-1.7%	i	5%
O=C(COC(=O)c1cc(=O)c2ccccc2o1)Nc1ccc2ccccc2c1
  -0.5%	-3.0%	-2%	-1%	9%	14%	-3.0%	i	1%
CC(=O)c1cccc(NC(=O)C2C3C=CC(C3)C2C(=O)O)c1 (stereo unspecified)
  0.1%	-0.4%	-7%	-1%	38%	7%	-4.7%	i	5%
Cc1ccc(CNC(=O)CCc2nnc(Cc3ccc(-c4ccccc4)cc3)o2)o1
  0.1%	-0.1%	-11%	-1%	-8%	4%	-2.7%	i	3%
COC(=O)c1ccccc1NC(=O)Nc1cccs1
  0.4%	3.0%	-24%	-5%	15%	-2%	-0.8%	i	15%
O=C(/C=C/c1ccccc1)Nc1scc(-c2ccccc2)c1C(=O)O
  0.2%	-2.2%	-4%	14%	52%	-17%	-5.3%	i	18%
CCCn1c2ccccc2c2nnc(SCc3[nH]c(=O)[nH]c3C(=O)CCCCC(=O)OCC)nc21
  -0.3%	1.4%	4%	9%	2%	1%	-0.7%	i	6%
CC(=O)Nc1nc(C)c(C(C)C)s1
  0.5%	x	x	0%	-6%	6%	x	i	1%
COc1cc(NC(=O)c2ccc3c(c2)OCO3)c2ncccc2c1
  0.0%	-4.0%	4%	-2%	2%	-5%	0.8%	i	-1%
CCN(CC)C(=O)Nc1ccccc1C
  0.2%	0.8%	0%	3%	2%	0%	0.2%	i	8%
COC(CNC(=O)c1ccc2c(c1)ncn2-c1cccc(F)c1)OC
  0.5%	0.3%	0%	14%	15%	1%	-6.2%	i	0%
COCCN(C(=S)Nc1c(C)cccc1C)C(C)c1cccnc1 (stereo unspecified)
  0.7%	-1.2%	12%	1%	-5%	4%	-2.8%	i	0%
CCc1nnc(NC(=O)c2ccc(Cl)nc2)s1
  0.4%	-2.0%	-8%	6%	22%	2%	-6.6%	i	5%
CCn1c(/C=C/c2c[nH]c3ccccc23)nc2ccccc2c1=O
  -0.8%	0.1%	11%	-1%	43%	7%	-4.2%	i	11%
CS(=O)(=O)NCc1ccc(C(=O)NCCOc2ccccc2)cc1
  0.4%	1.7%	11%	0%	-17%	-5%	-5.1%	i	1%
O=C(NCc1ccco1)c1cc([N+](=O)[O-])ccc1N1CCCCC1
  -0.8%	0.6%	-13%	-12%	16%	0%	-0.1%	i	16%
CCOc1ccc(NC(=O)Cn2nnc(-c3ccccc3F)n2)cc1
  -0.8%	x	6%	3%	-5%	5%	-3.3%	i	8%
Cc1nn(-c2ccccc2)c(C)c1C(=O)OCC(N)=O
  0.2%	-1.6%	-9%	3%	-20%	3%	-5.4%	i	0%
Cc1ccc2c(c1)nnn2C1CCN(S(C)(=O)=O)CC1
  -0.3%	-1.9%	7%	1%	8%	8%	-4.2%	i	9%
Cc1nc(NC(=O)C2CC2)sc1C(=O)N(C)C
  0.9%	-2.6%	-4%	-1%	41%	-4%	-1.1%	i	1%
CCn1cc(/C=N\NC(=O)c2csc3ccccc23)c(C)n1
  x	-0.6%	-12%	-2%	9%	8%	-3.5%	x	2%
NC(=O)CSc1nccn1Cc1ccc(Cl)cc1
  -0.6%	-0.9%	6%	2%	-3%	8%	-6.2%	i	-3%
O=C(COC(=O)c1ccc(Br)o1)NCCc1ccccc1
  x	-1.5%	2%	-8%	-9%	7%	-7.9%	i	0%
COc1cc(OC)cc(-c2nc3ccccc3c(=O)o2)c1
  0.1%	-0.7%	5%	-1%	6%	6%	-1.6%	i	11%
CN(C)/C=N/c1sccc1C(N)=O
  0.6%	5.6%	2%	1%	16%	3%	4.5%	i	9%
CC(=O)O[C@H]1CC(C)(C)C(=C=C/C(C)=C/C=C/C(C)=C/C=C/C=C(C)/C=C/C=C(\C)C(=O)C[C@@]23O[C@]2(C)C[C@@H](O)CC3(C)C)[C@](C)(O)C1
  -0.2%	x	x	2%	23%	1%	x	i	9%
Cc1cccc(N2CCN(C(=O)C3CCN(S(=O)(=O)c4c(C)noc4C)CC3)CC2C)c1 (stereo unspecified)
  0.3%	0.3%	6%	-3%	14%	-2%	-4.1%	i	3%
Cc1cccc(NC(=S)NC2CC3CCCC(C2)N3Cc2cccs2)c1C (stereo unspecified)
  -1.2%	-0.8%	-4%	0%	0%	1%	-3.6%	i	-6%
Cc1ccccc1-c1nnc(SCC#N)o1
  -1.5%	2.0%	14%	4%	-3%	-9%	-2.3%	i	5%
CC(=O)Nc1c2c(nn1-c1ccc(C)cc1C)CSC2
  0.6%	-2.9%	2%	2%	6%	-10%	-5.5%	i	13%
CSc1ccccc1NC(=O)CN(C)CC(=O)Nc1ccc(Cl)cc1[N+](=O)[O-]
  -1.2%	0.5%	1%	-1%	20%	-2%	-4.5%	i	-14%
COC(C[C@@H](O)CC(=O)[C@@H](C)OCc1ccccc1)OC
  -0.3%	x	x	2%	-6%	-3%	x	i	-7%
COc1ccc(CSCC(=O)N/N=C/c2ccccc2OCc2ccccc2)cc1
  0.1%	-3.3%	1%	4%	-3%	2%	-6.1%	i	6%
OCC(CO)(CO)NCc1ccc(-c2ccccc2)cc1
  0.6%	1.6%	5%	0%	-3%	-6%	-8.9%	i	-3%
O=C(C1CC1)N1CCN(C(c2ccccc2)c2ccccc2)CC1
  -0.4%	-1.4%	4%	-2%	-6%	1%	-4.7%	i	3%
S=C(NCc1ccco1)Nc1ccc(Cl)cc1
  -1.1%	-3.0%	10%	-4%	16%	1%	0.7%	i	-3%
Cc1cc(C(=O)Nc2ccc(N3CCOCC3)cc2)c2ccccc2n1
  -0.1%	-1.0%	17%	2%	3%	15%	-5.0%	i	3%
CC(=O)c1ccc(N2CCC(C)CC2)c(F)c1
  0.1%	-0.6%	0%	0%	17%	0%	-0.9%	i	6%

Whole records as entered above. Values in the order: West Nile virus CPE	ER stress rescue	human PMI inhibitors	Siah-1 displacement	P. falciparum M17LAP	Salmonella PhoP GFP	XIAP antagonists	Yfh1-off respiration	M1AAP inhibition
`Cc1nc(NC(=O)C2CC2)sc1C(=O)N(C)C` as listed: 0.9%	-2.6%	-4%	-1%	41%	-4%	-1.1%	i	1%
`COc1cc(OC)cc(-c2nc3ccccc3c(=O)o2)c1` as listed: 0.1%	-0.7%	5%	-1%	6%	6%	-1.6%	i	11%
`CCn1c(/C=C/c2c[nH]c3ccccc23)nc2ccccc2c1=O` as listed: -0.8%	0.1%	11%	-1%	43%	7%	-4.2%	i	11%
